TEAD-YAP inh – TEAD-YAP interaction inhibition; AID 1259422; 640,000 tested, 1.4% active; HEK-TIYL cells, TEAD-Gal4/YAP UAS-luciferase luminescence; inhibition, % at 9.12 µM; in the data active = inhibition above about 32%;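 note: 0% = median of test compound wells and 100% = reference inhibitor wells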
MITF primary – human MITF inhibition, primary screen; inhibition, % at 2.6 µM; O75030; 650,000 tested, 0.91% active; AlphaScreen MITF homodimerization, bead proximity signal; in the data active = inhibition above about 50%;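 note: 0% = vehicle wells with protein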
FBW7 act – activators of human E3 ligase FBW7. Q969H0. AlphaScreen FBW7–phospho-cyclin E peptide binding, activator screen. normalized activity (activation), % at 26.1 µM. 650,000 tested, 0.13% active. AID 1259310; in the data active = normalized activity above about 1.9%;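 note: purified mutant Fbw7 with reduced substrate affinity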
Target sequence (Q969H0 whole entry, looked up): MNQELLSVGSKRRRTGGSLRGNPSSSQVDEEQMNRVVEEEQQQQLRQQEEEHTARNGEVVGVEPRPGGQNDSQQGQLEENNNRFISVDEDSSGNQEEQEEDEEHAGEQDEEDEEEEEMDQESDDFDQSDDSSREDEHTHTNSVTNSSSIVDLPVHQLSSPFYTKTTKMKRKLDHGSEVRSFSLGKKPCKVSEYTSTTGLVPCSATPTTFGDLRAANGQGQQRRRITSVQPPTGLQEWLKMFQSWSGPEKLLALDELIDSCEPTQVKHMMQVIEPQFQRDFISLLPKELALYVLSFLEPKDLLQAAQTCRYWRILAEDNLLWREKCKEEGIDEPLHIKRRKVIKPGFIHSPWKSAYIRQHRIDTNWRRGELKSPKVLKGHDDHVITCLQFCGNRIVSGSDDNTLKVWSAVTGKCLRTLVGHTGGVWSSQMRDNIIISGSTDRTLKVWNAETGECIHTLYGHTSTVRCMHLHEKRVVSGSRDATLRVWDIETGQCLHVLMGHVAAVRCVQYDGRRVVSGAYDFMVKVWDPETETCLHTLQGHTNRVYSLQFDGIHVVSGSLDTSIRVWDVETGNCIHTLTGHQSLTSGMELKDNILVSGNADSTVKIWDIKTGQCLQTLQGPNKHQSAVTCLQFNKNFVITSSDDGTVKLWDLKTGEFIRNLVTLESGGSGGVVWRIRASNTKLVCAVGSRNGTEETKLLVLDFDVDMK
GPR151 activ – human GPR151 activation | Q8TDV0 | PathHunter beta-arrestin GPR151 cells, luminescence | activation, % at 11.2 µM | 650,000 tested, 1% active | AID 1508602; in the data active = activation above about 4.9%;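 note: 0% = median of compound wells and 100% = cells with positive control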
Target sequence (Q8TDV0 whole entry, looked up): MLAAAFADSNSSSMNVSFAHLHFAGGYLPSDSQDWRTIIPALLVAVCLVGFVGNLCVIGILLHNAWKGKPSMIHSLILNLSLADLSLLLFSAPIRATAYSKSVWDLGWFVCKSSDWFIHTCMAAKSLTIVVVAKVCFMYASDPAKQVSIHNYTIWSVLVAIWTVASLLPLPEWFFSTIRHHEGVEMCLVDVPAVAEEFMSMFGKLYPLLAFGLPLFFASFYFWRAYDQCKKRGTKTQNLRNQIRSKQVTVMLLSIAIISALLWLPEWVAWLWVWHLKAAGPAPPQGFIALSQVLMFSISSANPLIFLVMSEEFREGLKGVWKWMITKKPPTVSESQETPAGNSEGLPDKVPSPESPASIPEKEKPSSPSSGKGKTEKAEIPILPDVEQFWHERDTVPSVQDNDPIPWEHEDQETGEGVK
* = called active by the depositor. Compounds were not picked by outcome. About 3.5% of those tested had a hit in this group.

SMILES	TEAD-YAP inh	MITF primary	FBW7 act	GPR151 activ
N#Cc1ccc(OCCSc2ccc3c(c2)OCCO3)cc1	-2	-10	0.1	0.8
Cc1ccc(C)c2sc(N(Cc3cccnc3)C(=O)CSCc3ccccc3)nc12	6	-7	0.2	0.7
CCOc1ccc(C(=O)NC2CCN(C(=O)N3CCCC3)CC2)cc1	8	-7	0.0	3.9
CCCN1CCN(C(=O)c2c(COC)n(CCc3ccccc3Cl)c(C)cc2=O)CC1	1	-28	0.0	0.4
O=C1c2ccccc2-c2ccc(Br)c3cccc1c23	1	6	-0.2	-0.1
Nc1c(C(=O)NCc2ccccc2)sc2nc(-c3cccs3)cc(C(F)(F)F)c12	-3	1	0.0	-1.7
CC(=O)Nc1ccc2c(c1)oc1ccccc12	-1	-3	-0.1	-1.0
CCC(Sc1nc(C)nc2c1c(=O)n(C)c(=O)n2C)C(=O)O (configuration not stated)	-4	5	0.8	-0.4
Cn1nccc1C(=O)Nc1nc2c(Cl)c(Cl)ccc2s1	10	-8	0.3	0.0
CCCCNCCOCCOc1cc(C)ccc1Cl	0	54*	-0.1	-0.9
O=C(Nc1ccc2c(c1)CN(C(=O)CSc1ncccn1)CC2)C1CCCO1 (configuration not stated)	5	3	-0.1	2.8
CCCCOc1ccc2c(=O)c(-c3ccc(Cl)cc3)c(C(F)(F)F)oc2c1	-1	-2	0.0	-0.6
CCCCn1cc(S(=O)(=O)c2ccccc2)c(=O)c2ccccc21	-8	1	0.0	0.1
Cn1c(=O)c(=O)n(C)c2cc(S(=O)(=O)N3CCC(Cc4ccccc4)CC3)ccc21	8	5	0.0	1.3
COc1ccc(F)c(CN2CCN(CCc3ccccc3)C(CCO)C2)c1 (configuration not stated)	4	-15	0.0	0.6
CC(C)C(=O)N1CCN(c2ccccc2NC(=S)NC(=O)c2ccco2)CC1	7	6	-0.2	1.5
CC(C)n1c(Oc2ccccc2Cl)nc2c1c(=O)n(C)c(=O)n2C	-9	22	0.9	-1.9
O=C(O)COc1ccccc1C=C1C(=O)c2ccccc2C1=O	-25	2	-0.3	-1.3
Cc1cc(C)c2[nH]c(=O)c(CN(Cc3ccco3)C(=O)c3cnccn3)cc2c1	10	-17	0.4	-0.6
O=S(=O)(c1cccc(S(=O)(=O)N2CCCCC2)c1)N1CCCCC1	-2	11	0.0	2.3
CCOC(=O)C(N)CSC1CC(=O)N(c2ccc(Cl)c(Cl)c2)C1=O (configuration not stated)	6	2	-0.1	0.1
CC(=O)N1CCc2c(sc(NC(=O)c3ccc([N+](=O)[O-])s3)c2C(N)=O)C1	1	8	-0.1	-2.6
CCN(CC(=O)Nc1ccc(OC)cc1)Cc1nc2sc(C(=O)OC)c(C)c2c(=O)[nH]1	7	4	-0.1	0.3
Clc1cccc(-n2cc(-c3ccccc3)c3c(NCCCn4ccnc4)ncnc32)c1	-18	3	0.4	0.5
COc1ccc(Cn2c(C)nc3ccc([N+](=O)[O-])cc3c2=O)cc1	-5	12	-0.1	-0.4
O=C(CCc1ccccc1)Nc1ccc(C(=O)Nc2ccccc2C(=O)O)cc1	0	5	0.5	0.3
C=C(C)C/C=C/C(=C)C[C@@H](C)[C@H]1OC(=O)[C@@H](C)/C=C/C=C/[C@@H](O)[C@H](O)/C=C/CC[C@H]2CC[C@H](O2)[C@H]1O	-27	-5	0.0	0.6
O=C(NCCO)/C(=C/c1ccc2c(c1)OCO2)NC(=O)c1ccccc1Cl	2	3	-0.2	0.4
Cc1ccc(C2=NN(C(=O)CCC(=O)O)C(c3cn(-c4ccccc4)nc3-c3ccccc3)C2)cc1 (configuration not stated)	3	7	0.5	-0.6
CCOc1ccc(/C=C\c2nc(O)c([N+](=O)[O-])c(=O)[nH]2)cc1OC	8	22	0.1	-0.4
O=c1nc(N2CCOCC2)nc(Nc2ccccc2)[nH]1	5	-6	0.2	0.3
CCOc1ccc(-n2nc(C(=O)Nc3cc(Cl)ccc3OC)c3ccccc3c2=O)cc1	-1	3	0.5	-2.3
NC(=O)c1ccc(NC(=O)Cn2cc([N+](=O)[O-])cn2)cc1	3	11	0.1	0.1
COc1cccc(NC(=O)C2COc3ccccc3O2)c1 (configuration not stated)	-57	-9	0.1	0.0
CCCC1=C(C(=O)OCC)C(c2c(C)nn(-c3ccccc3)c2Cl)C(C#N)=C(N)O1 (configuration not stated)	4	7	0.1	1.3
O=C(Nc1cccc(N2CCC(NCCn3cccn3)CC2)c1)c1cccnc1	7	3	-0.1	0.1
N#Cc1cnn(C(=O)c2ccc3c(c2)OCO3)c1N	2	11	0.0	-0.4
COc1ccc2nc(-c3cccc(NS(=O)(=O)c4ccccc4)c3)cn2n1	-46	4	0.1	-0.8
O=C(NCCc1ccc(Cl)cc1)C(=O)NC1CC1	-4	3	0.0	1.2
CCOC(=O)C1(C(=O)OCC)Oc2c(OC)cccc2C1O (configuration not stated)	-7	18	0.3	-1.2
O=C(O)COc1ccc(NC(=O)CN2C(=O)c3ccccc3C2=O)cc1	11	23	0.5	0.2
O=C(CN1CCCCC1)NN1C(=O)c2cccc3cccc(c23)C1=O	1	6	0.0	2.1
Cc1cc(-c2nn(-c3ccccc3)cc2/C=c2\sc3nc(-c4cccnc4)nn3c2=O)ccc1OC(C)C	4	5	-0.1	-0.8
CCOC(=O)C1=C(C)N=c2s/c(=C/c3cc(Br)ccc3OCc3ccccc3)c(=O)n2C1c1ccc(N(C)C)cc1 (configuration not stated)	-8	11	-0.2	-0.8
CCn1cc(CN2CCC(n3nccc3NC(=O)CCCc3ccccc3)CC2)c(C)n1	1	-8	0.1	3.3
O=C(Nc1cccc(-c2nc3ncccc3o2)c1)c1cc(Br)ccc1Cl	15	13	0.4	-1.8
COC(=O)c1cc(N2C(=O)C3C4C=CC(C4)C3C2=O)ccc1Cl (configuration not stated)	5	7	0.0	-0.5
CS(=O)(=O)N(CC(=O)Nc1ccccc1C(=O)O)c1ccc(Oc2ccccc2)cc1	5	6	-0.1	0.2
CN1CCN(CCCNC(=O)Nc2ccccc2[N+](=O)[O-])CC1	17	-1	0.1	0.6
CCc1ccc(CNCc2c(C(=O)O)[nH]c3cc(OC)ccc23)cc1	12	18	0.2	-0.5
COc1cccc(CCNC(=O)c2cn(C)c3c(=O)n(-c4ccc(Cl)cc4)c(=O)[nH]c23)c1	1	4	0.0	-0.2
CC(C)OCCCNc1c(-c2ccc(C(C)C)cc2)c(=O)c1=O	42*	17	0.3	-0.7
COc1cccc(C(=O)NCCCN2CCOCC2)c1	0	-1	0.1	-1.4
Cc1c(Cl)cccc1-c1ccc(/C=C(\C#N)c2nc3ccccc3[nH]2)o1	-12	-3	0.0	0.5
Cc1ccccc1NC(=O)CSc1nc(-c2ccccc2)cn1-c1ccccc1C	12	28	-0.2	2.3
Cc1cc(NC(=O)CN(C2=NC3CS(=O)(=O)CC3S2)c2ccc(Cl)cc2)n[nH]1 (configuration not stated)	7	5	-1.1	0.1
CC(=O)N1CCN(C(=S)Nc2ccccc2Br)CC1	8	2	0.0	-0.1
CCc1cc2c(SCC(=O)c3ccc(F)cc3)ncnc2s1	-11	-11	0.0	1.5
COc1ccc(N2CCN(c3ncnc4sc(C(=O)NC5CCCC(C)C5C)c(C)c34)CC2)cc1 (configuration not stated)	1	16	0.2	-1.4
COCCn1nnnc1C(c1ccc(F)cc1)N1CCCC1 (configuration not stated)	-5	-7	0.0	0.1

4 entries from above in a different format.
| SMILES | TEAD-YAP inh | MITF primary | FBW7 act | GPR151 activ |
| --- | --- | --- | --- | --- |
| COc1ccc(N2CCN(c3ncnc4sc(C(=O)NC5CCCC(C)C5C)c(C)c34)CC2)cc1 (configuration not stated) | 1 | 16 | 0.2 | -1.4 |
| Cc1ccccc1NC(=O)CSc1nc(-c2ccccc2)cn1-c1ccccc1C | 12 | 28 | -0.2 | 2.3 |
| CS(=O)(=O)N(CC(=O)Nc1ccccc1C(=O)O)c1ccc(Oc2ccccc2)cc1 | 5 | 6 | -0.1 | 0.2 |
| O=C(Nc1cccc(-c2nc3ncccc3o2)c1)c1cc(Br)ccc1Cl | 15 | 13 | 0.4 | -1.8 |

(further entries)
SMILES	TEAD-YAP inh	MITF primary	FBW7 act	GPR151 activ
COc1ccc(OC)c(C2C(C#N)=C(N)Oc3c2c(C)nn3-c2ccccc2)c1 (configuration not stated)	12	4	-0.1	-2.4
CCOC(=O)c1ccc(NC(=O)/C(=C\c2ccco2)NC(=O)c2ccccc2OC)cc1	-10	18	0.1	-0.7
CCOC(=O)c1c(C)n(-c2ccccc2)c2c1cc(OC(=O)c1ccc(OC)cc1)c1ccccc12	-3	-1	0.1	-0.2
Cc1cccc(CN2CCc3nnc(C(C)NC(=O)CCc4ccccc4)n3CC2)n1 (configuration not stated)	5	14	0.1	-1.5
CC1CCCN(c2cc3c(cc2[N+](=O)[O-])C(=O)N(c2ccccc2)C3=O)C1 (configuration not stated)	-5	-1	-0.1	-1.6
COc1cccc(C2C(C(=O)OC3CCCC3)=C(C)NC3=C2C(=O)CC(c2ccc(Cl)cc2)C3)c1 (configuration not stated)	7	12	1.1	0.0
Cc1ccc(C(=O)Nc2sc3c(c2C(=O)N2CCOCC2)CCCCC3)cc1	1	8	1.0	1.1
CC1CCC(NC(=O)C(=O)Nc2cccc(Cl)c2)CC1 (configuration not stated)	-52	8	0.3	1.7
COc1ccc(NC(=O)C(c2ccccc2)N(C)C(=O)CCc2cc(C(C)(C)C)c(O)c(C(C)(C)C)c2)cc1 (configuration not stated)	-7	19	0.1	-1.2
CCOc1ccc(/C=N/NC(=O)c2ccc(N(C)C)cc2)cc1O	-9	-5	-0.1	-0.4
O=S(=O)(NC1c2cccc3cccc(c23)C1Sc1ccccn1)c1ccc(Cl)cc1 (configuration not stated)	3	4	-0.1	1.0
CCOc1ccc(NC(=O)C2C3C=CC4(O3)C2C(=O)N(CC2CCCO2)C4C(=O)NC2CCCCC2C)cc1 (configuration not stated)	-1	11	0.3	3.9
CCOc1cccc(CN2CCCCC2)c1O	-8	13	0.0	0.0
CCOC(=O)c1c(C)n(C)c2c1cc(OC(=O)c1ccc(C)cc1)c1ccccc12	14	4	-0.1	2.8
Cc1ccnc(NC(c2ccc(C(C)(C)C)cc2)c2ccc3cccnc3c2O)c1 (configuration not stated)	19	-9	-0.1	-0.1
CCOC(=O)c1ccccc1OC1OC(COC(C)=O)C(OC(C)=O)C(OC(C)=O)C1NC(C)=O (configuration not stated)	0	13	0.0	-0.5
FC(F)(F)c1cnc(Nc2ccc(N3CCOCC3)cc2)cc1Nc1cc(C2CC2)[nH]n1	3	12	0.1	1.0
Cc1cc(C(=O)CSc2nnnn2-c2ccc(Cl)cc2)c(C)n1CC1CCCO1 (configuration not stated)	-5	12	0.4	-2.8
COC(=O)c1ccc(CNCCC2CCC(=O)N2Cc2cn(C)nc2C)cc1 (configuration not stated)	-3	9	0.0	-0.2
CC(=O)N1CCN(Cc2ccc3c(c2)CN(C(=O)c2ccc4ncccc4c2)CCO3)CC1	4	-4	-0.2	2.7
O=[N+]([O-])c1ccc(CN2CCN(Cc3cc(Br)ccc3O)CC2)cc1	31	45	-0.1	6.6*
COc1cccc(N2CCN(C(=O)CCCN3C(=S)NC(C)(C)CC3C)CC2)c1 (configuration not stated)	4	-8	0.0	1.7
CCOc1ccc(C(=O)Oc2cccc3ccc(C)nc23)c(OCC)c1OCC	12	13	0.2	-1.1
COc1ccccc1C1CN(CCNC(=O)c2ccc(C(C)=O)cc2)Cc2ccccc2O1 (configuration not stated)	0	-4	0.1	-1.1
CCOc1cc(S(=O)(=O)NCc2ccccc2)ccc1Br	-4	3	-0.1	1.5
CCOc1cccc(NC(=O)/C(C#N)=C\c2ccc(OCC(=O)O)c(OC)c2)c1	4	-15	0.0	1.4
CCOC(=O)c1c(NC(=O)c2ccco2)sc(C(=O)Nc2cccc(C(F)(F)F)c2)c1C	7	5	0.0	0.6
CCOc1ccc(C(=O)Nc2ccc(NC(=O)c3ccc(C(C)(C)C)cc3)cc2)cc1Cl	-9	4	-0.1	2.1
CC(C)N(C(=O)COC(=O)c1ccc(Cl)c(N)c1)C(C)C	-12	-9	-0.2	0.2
O=C(c1ccccc1F)N1CCN(Cc2cccnc2)CC1	9	63*	0.0	0.8
CCOCc1nc(N)[nH]c(=O)c1Cc1ccc(OC(C)C)cc1	-10	6	-0.1	-1.9
CC(C)N(CCNc1ncnc2c1nc(Nc1ccc(N3CCOCC3)cc1)n2C(C)C)C(C)C	2	8	0.0	1.0
COc1ccc(C2=CC(c3ccc(Cl)cc3)n3nc(CCCO)nc3N2)cc1 (configuration not stated)	10	1	0.1	2.3

Molecules above that contain an NH in an aromatic ring (ten):
SMILES	TEAD-YAP inh	MITF primary	FBW7 act	GPR151 activ
Cc1cc(C)c2[nH]c(=O)c(CN(Cc3ccco3)C(=O)c3cnccn3)cc2c1	10	-17	0.4	-0.6
CCN(CC(=O)Nc1ccc(OC)cc1)Cc1nc2sc(C(=O)OC)c(C)c2c(=O)[nH]1	7	4	-0.1	0.3
CCOc1ccc(/C=C\c2nc(O)c([N+](=O)[O-])c(=O)[nH]2)cc1OC	8	22	0.1	-0.4
O=c1nc(N2CCOCC2)nc(Nc2ccccc2)[nH]1	5	-6	0.2	0.3
CCc1ccc(CNCc2c(C(=O)O)[nH]c3cc(OC)ccc23)cc1	12	18	0.2	-0.5
COc1cccc(CCNC(=O)c2cn(C)c3c(=O)n(-c4ccc(Cl)cc4)c(=O)[nH]c23)c1	1	4	0.0	-0.2
Cc1c(Cl)cccc1-c1ccc(/C=C(\C#N)c2nc3ccccc3[nH]2)o1	-12	-3	0.0	0.5
Cc1cc(NC(=O)CN(C2=NC3CS(=O)(=O)CC3S2)c2ccc(Cl)cc2)n[nH]1 (configuration not stated)	7	5	-1.1	0.1
FC(F)(F)c1cnc(Nc2ccc(N3CCOCC3)cc2)cc1Nc1cc(C2CC2)[nH]n1	3	12	0.1	1.0
CCOCc1nc(N)[nH]c(=O)c1Cc1ccc(OC(C)C)cc1	-10	6	-0.1	-1.9
